FN deposit inh = fibronectin deposition inhibition; AH1F fibroblasts, Alexa488-fibronectin deposition fluorescence, overnight; inhibition, % at 12.6 µM; 350,000 tested, 0.086% active;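 active = mean inhibition across replicates of 30% or more, regardless of how many single replicates reach that level; inconclusive = mean under 30% yet at least half of replicates reach 30%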;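 note: positive control wells lacked labelled fibronectin entirely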
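Schedule: 1 h cell adhesion before compound, then overnight fibronectin incubation; test system: AH1F fibroblast monolayer depositing Alexa488-labelled fibronectin into matrix; quantity: 10000 AH1F cells per well; probe or stimulus: fluorescent fibronectin at 24 nM final; signal: fluorescence, ex 485 nm, em 525 nm; evaluation: percent inhibition as loss of matrix-bound fibronectin fluorescence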
LGR2 antag = Drosophila LGR2 receptor signaling inhibition. 380,000 tested, 0.35% active. inhibition, % at 9.99 µM. HEK293 LGR2, CRE-luciferase, bursicon-stimulated, 4 h. AID 720647;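 active = drop in luminescence signal, shown as inhibition above about 50% in the replicate tests, limit read from the data, passing the limit was not always enough; inconclusive = probably only some replicates passing the limit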;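 note: agonist challenge used bursicon conditioned medium at about half maximal strength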
Casp6 inh = inhibitors of human caspase-6 | purified caspase-6, Z-VEID-R110 cleavage fluorescence | P55212 | inhibition, % at 12.5 µM | 350,000 tested, 0.53% active;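 active = mean inhibition across replicates at least about 35%, with every replicate also reaching that limit, limit read from the data; inconclusive = only one of the two criteria met; inactive = neither criterion met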;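 note: 0% = median of neutral control wells and 100% = no fluorescence left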
Target sequence (P55212 24-179 limits assumed): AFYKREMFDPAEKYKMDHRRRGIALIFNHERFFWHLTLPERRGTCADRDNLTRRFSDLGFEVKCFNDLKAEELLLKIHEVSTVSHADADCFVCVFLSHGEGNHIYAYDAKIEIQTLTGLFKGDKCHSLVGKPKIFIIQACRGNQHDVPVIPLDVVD
Target sequence (P55212 194-293 limits assumed): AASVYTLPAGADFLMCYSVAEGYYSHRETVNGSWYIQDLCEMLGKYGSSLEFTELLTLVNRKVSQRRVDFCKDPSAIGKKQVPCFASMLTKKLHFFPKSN
EWS-Fli inh = inhibitors of EWS/Fli oncoprotein transcriptional activity; A673 NR0B1-luciferase reporter, viability-normalised; inhibition, % at 12.6 µM; 350,000 tested, 0.67% active; AID 651661;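 active = mean inhibition of at least 50% after viability correction, with every replicate also passing that limit; inconclusive = mean reaches 50% but only one of two replicates passes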;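 note: firefly luciferase signal divided by Alamar Blue viability fluorescence both relative to DMSO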
PAX8 inh HTS = inhibitors of PAX8 transcriptional activity in RMG-I cells; RMG-I TPO-luciferase reporter, SteadyGlo, 24 h; 360,000 tested, 1.2% active; inhibition, % at 12.6 µM;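 active = mean replicate inhibition at least 60% with every replicate also reaching 60%; inconclusive = only one of the two criteria is met; inactive = mean below 60% and not all replicates reaching 60%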;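 note: luciferase light reporting Pax8 driven TPO promoter activity; plate controls were median of neutral control wells for no effect and mitoxantrone controls for full effect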
miR-122 sensor = inhibitors of miR-122 in Huh7 cells | Huh7 miR-122 Renilla luciferase sensor, 48 h; neutral wells = 0, positive control = 100 | 340,000 tested, 0.3% active | activation (reporter increase), % at 12.5 µM | AID 602342;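 active = mean replicate activation score at least 90 and every replicate individually at or above 90; inconclusive = only one of the two criteria met; inactive = neither criterion met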;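 note: higher luciferase means less miR-122 activity so hits act as miR-122 inhibitors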
Cneo AK release = Cryptococcus neoformans lysis via adenylate kinase release; AID 651654; lysis activity, % at 15 µM; C. neoformans lysis, adenylate kinase release luminescence, 4 h; normalised: neutral wells 0, clomiphene wells 100; 360,000 tested, 0.2% active;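 active = mean lysis activity across replicates of at least 80%, whatever share of replicates individually reach that level; inactive = mean lysis activity below 80%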
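Material – Cryptococcus neoformans yeast cells · Quantity – 5 × 10^6 yeast cells/mL · Buffer or medium – YPD medium · Compound – single dose · Timing – 4 h static compound exposure, 37 °C, read 1 h post-reagent · Signal – adenylate kinase release luminescence · Read-out basis – lysis from increased AK signal · Benchmarks – Clomiphene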
PGC1a acetyl inh = modulators of PGC1a acetylation; U2OS PGC1a acetylation, AlphaScreen anti-acetyl-lysine; with virally co-expressed GCN5 acetyltransferase; inhibition, % at 15.6 µM; 350,000 tested, 0.17% active; AID 651687;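 active = every replicate shows inhibition of at least 40%; inconclusive = mean inhibition at least 40% but some replicate below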;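 note: 0% = neutral control wells and 100% = positive control wells; some results beyond the cut were filed as inactive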
Numbers without * were called inactive; ? = inconclusive; / = not tested or not shown; & = joins results of further samples; [ ] = another dose, or the depositor's remark.

The first eleven records, to show the layout:
SMILES	FN deposit inh	LGR2 antag	Casp6 inh	EWS-Fli inh	PAX8 inh HTS	miR-122 sensor	Cneo AK release	PGC1a acetyl inh
Cn1cnnc1SCc1nnc(-c2ccccc2Br)o1	0	/	0	-6	-36	-15	1	/
COc1ccc(NC(=O)c2cc(-c3cc(Cl)ccc3C)n[nH]2)cn1	-13	-10	2	-24	-6	-2	-3	-16
CCCNC(=O)Nc1ccccc1C(=O)Nc1ccc(OC)cc1	-4	/	/	/	-8	-14	0	1
COc1ccc(N2CCN(C(=O)c3ccc4c(=O)n5c(nc4c3)CCCCC5)CC2)cc1	1	-2	-1	8	8	5	0	18
COc1ccc2nc(NC(=O)CSc3nnc(C)s3)sc2c1	0	-29	/	/	/	-13	/	4
COc1ccc(S(=O)(=O)N(C)C[C@@H]2OCCCC[C@@H](C)Oc3ccc(NC(=O)Cc4ccccc4)cc3C(=O)N([C@H](C)CO)C[C@@H]2C)cc1	-8	0	2	5	-21	3[16.7 µM]	-5	4
O=C(O)CNS(=O)(=O)c1ccc(C2CCCCC2)cc1	0	10	1	6	31	/	/	-6
COc1ccc(CCNC(=O)CSc2nc(C)cs2)cc1	4	/	-3	-4	-2	/	/	/
COc1cc(/C=N/NC(=O)c2ccc(CN3C(=O)c4cccc5cccc3c45)cc2)cc(OC)c1O	7	6	1	5	98*	32	7	-5
COC(=O)C1=C(C)N(Cc2ccc(C(F)(F)F)cc2)C(=NCc2ccc3c(c2)OCO3)NC1c1cccc(Cl)c1 (stereo unspecified)	5	?	12	33	31	/	/	/
COc1cccc(OCc2cc(/C=N/n3cncn3)ccc2OC)c1	2	1	0	9	9	2	-1	0

This part in full, repeating the preview:
SMILES	FN deposit inh	LGR2 antag	Casp6 inh	EWS-Fli inh	PAX8 inh HTS	miR-122 sensor	Cneo AK release	PGC1a acetyl inh
Cn1cnnc1SCc1nnc(-c2ccccc2Br)o1	0	/	0	-6	-36	-15	1	/
COc1ccc(NC(=O)c2cc(-c3cc(Cl)ccc3C)n[nH]2)cn1	-13	-10	2	-24	-6	-2	-3	-16
CCCNC(=O)Nc1ccccc1C(=O)Nc1ccc(OC)cc1	-4	/	/	/	-8	-14	0	1
COc1ccc(N2CCN(C(=O)c3ccc4c(=O)n5c(nc4c3)CCCCC5)CC2)cc1	1	-2	-1	8	8	5	0	18
COc1ccc2nc(NC(=O)CSc3nnc(C)s3)sc2c1	0	-29	/	/	/	-13	/	4
COc1ccc(S(=O)(=O)N(C)C[C@@H]2OCCCC[C@@H](C)Oc3ccc(NC(=O)Cc4ccccc4)cc3C(=O)N([C@H](C)CO)C[C@@H]2C)cc1	-8	0	2	5	-21	3[16.7 µM]	-5	4
O=C(O)CNS(=O)(=O)c1ccc(C2CCCCC2)cc1	0	10	1	6	31	/	/	-6
COc1ccc(CCNC(=O)CSc2nc(C)cs2)cc1	4	/	-3	-4	-2	/	/	/
COc1cc(/C=N/NC(=O)c2ccc(CN3C(=O)c4cccc5cccc3c45)cc2)cc(OC)c1O	7	6	1	5	98*	32	7	-5
COC(=O)C1=C(C)N(Cc2ccc(C(F)(F)F)cc2)C(=NCc2ccc3c(c2)OCO3)NC1c1cccc(Cl)c1 (stereo unspecified)	5	?	12	33	31	/	/	/
COc1cccc(OCc2cc(/C=N/n3cncn3)ccc2OC)c1	2	1	0	9	9	2	-1	0
c1ccc(COc2ccc(OCCCCN3CCCCC3)cc2)cc1	0	/	/	/	-73	-1	1	0
Cc1noc(C)c1CSCC(=O)N(C)CC(=O)Nc1ccc(Cl)cc1	7	1	3	/	-3	/	2	/
COc1ccc(NC(=O)CSc2nnc(CNC(=O)COc3ccc(Cl)cc3)o2)cc1	4	25	1	-1	16	/	/	/
COc1ccc(NC(=O)N(C)C[C@@H]2OCCCC[C@@H](C)Oc3ccc(NC(=O)Nc4ccc(F)cc4)cc3C(=O)N([C@@H](C)CO)C[C@H]2C)cc1	/	11	-1	-1	-5	3[16.7 µM]	0	-3
CC(C)C#Cc1ccc2c(c1)O[C@H](CN(C)C(=O)c1ccncc1)[C@H](C)CN([C@@H](C)CO)S2(=O)=O	/	5	0	1	8	-40[16.7 µM]	-8	3
Cc1ccc(OCC(=O)c2c[nH]c3ccccc23)c([N+](=O)[O-])n1	/	-49	2	-14	-33	/	/	20
CC1(C)Cc2c(sc(/N=C/N3CCCCC3)c2C#N)C(C)(C)N1	/	-2	2	/	/	-1	2	-12
Cc1noc(C)c1C(=O)OC(C)C(=O)Nc1ccc(C(N)=O)cc1 (stereo unspecified)	1	-2	-1	0	-6	-1	1	3
Cc1ccc(NS(=O)(=O)c2ccc3c(c2)CCC(=O)N3)cc1C	-6	5&21	2&1	-2&-14	-2&-11	52	2	1&5
COc1cc(/C=C/CO)ccc1O[C@@H]1O[C@H](CO)[C@@H](O)[C@H](O)[C@H]1O	/	-21	-2	-2	/	-2	0	-2
COCC#Cc1cnc2c(c1)C(=O)N([C@H](C)CO)C[C@@H](C)[C@H](CN(C)C(=O)c1ccc3c(c1)OCO3)O2	/	-14	-3	-1	/	-2[16.7 µM]	-6	0
Cc1ccccc1NC(=O)COC(=O)c1cc(S(=O)(=O)N2CCOCC2)ccc1C	2	-2	2	2	8	/	-1	8
CC(Oc1ccc(C(C)(C)C)cc1)c1ccnc2nc(/N=C/N(C)C)nn12 (stereo unspecified)	-2	17	/	/	/	-1	-3	-5
Nc1cc(=O)[nH]c(SCC(=O)NNC(=O)Cc2ccccc2)n1	3	-6	2	11	2	/	/	-5
CCOc1ccc(Br)cc1S(=O)(=O)Nc1ccc(C(=O)OCC(=O)Nc2ccc(C#N)cc2)cc1	-5	-2	8	7	-4	53	/	/
CCOC(=O)N1CCN(C(=O)c2ccc3c(=O)n(Cc4ccccc4)c(=S)[nH]c3c2)CC1	2	/	/	/	-12	3	0	0
Fc1ccc(-c2[nH]ncc2-c2nnnn2-c2ccccc2)c(F)c1	-3	/	/	/	-1	-7	0	-5
CC(=O)c1cccc(S(=O)(=O)Nc2cccc(S(=O)(=O)NC3=NCCC3)c2)c1	10	7	-3	9	6	56	2	-1
COc1ccc2c(CN3CCCCC3)cc(=O)oc2c1	-4	-39	-2	-33	-37	-8	0	4
O=S(=O)(c1ccc(F)cc1)N1C[C@@H]2[C@H](c3ccccc31)[C@@H](CO)N2Cc1ccccc1Cl	11	1	-1	3	23	0[16.7 µM]	92*	-12
CCN1CCN(C(=S)Nc2cccc([N+](=O)[O-])c2)CC1	0	23	-4	-2	-1	/	/	/
O=C(c1cc2cc(F)ccc2[nH]1)N1CCN(c2ccc(F)cc2)CC1	1	2	-1	18	36	-2	0	-9
CCOc1ccc(C2=CS/C(=C(\C#N)c3nnc4n3CCCCC4)N2CC)cc1	/	22	/	/	/	3	5	-15
CCc1nnc(SCC(=O)Nc2ccc3ccccc3c2)n1N	4	-3	1	-17	-23	-9	-1	0
O=C(COc1ncnc2ccccc12)NCCc1ccccc1	-2	25	-1	3	4	/	/	/
O=C(c1cc(C2CC2)nn1-c1ccccc1)N1CCN(S(=O)(=O)c2ccccc2)CC1	-9	-14	0	19	14	-5	3	-5
CN(C)CCn1c2c(c(SCC(=O)Nc3ccc4c(c3)OCCO4)nc1=O)CCC2	-4	-1	0	2	-1	0	1	-1
C[C@H]1CN([C@@H](C)CO)C(=O)c2cccc(NS(=O)(=O)c3ccc(F)cc3)c2O[C@H]1CN(C)Cc1ccc(Cl)c(Cl)c1	6&4	17	0&3	5&3	30	-10[16.7 µM]	2&-7	-14
COc1ccccc1-c1cn(CC[C@@H]2CC[C@H](NC(=O)C3CC3)[C@@H](CO)O2)nn1	3	0	3	-6	8	/	-3	3
N#C[C@@H]1[C@H](c2ccccc2-c2ccccc2)[C@H](CO)N1c1ncc(-c2ccccc2)s1	-11	-6	1	-1	-11	/	/	2
C=CCSc1nnc(N2C(=O)C(O)=C(C(=O)c3ccco3)C2c2ccccc2F)s1 (stereo unspecified)	2	-14	16	2	-10	4	0	/
CCOC(=O)c1oc2nc3c(cc2c1N)CCCC3	-1	-100	1	-92	-16	-4	3	-1
Cc1nn(Cc2ccccc2)c(Cl)c1/C=C1\NC(=S)NC1=O	4	/	1	22	4	-12	-1	/
CCOC(=O)NNS(=O)(=O)c1cc(Br)ccc1Br	9	/	5	4	3	-5	3	1
NC(=S)Nc1ccc(S(=O)(=O)c2ccc(NC(N)=S)cc2)cc1	-6	10	0	21	-19	3	6	-8
Cc1ccc(N(CCC#N)C(=O)CSc2nnc3ccccn23)cc1	-2	8	-1	-7	-2	-3	1	3
CCc1ccc(NC(=O)COC(=O)/C=C/c2ccco2)cc1	0	-17	32	-4	1	0	0	-4
c1ccc(CNc2cncnc2)cc1	10	7	0	-7	5	4	1	/
C[C@H](CO)N1C[C@H](C)[C@H](CN(C)C(=O)Nc2ccccc2)Oc2ccc(NC(=O)C3CC3)cc2CC1=O	/	6	0	-13	8	5[16.7 µM]	-3	7
O=C(COc1cccc2c1CCN(Cc1ccccc1)C2=O)NCc1ccco1	-2	-10	3	1	1	2	1	/
COC(=O)C1=CC(=O)N2CCN=C2S1	14	-6	-1	5	-2	/	/	/
O=C(/C=C/c1ccccc1[N+](=O)[O-])NCCN1C(=O)S/C(=C\c2ccc(F)cc2)C1=O	/	-33	/	-60	-78	0	-2	-10
CO[C@@H]1CN(C)C(=O)c2cc(NC(=O)CC(F)(F)F)ccc2OC[C@H](C)N(C(=O)c2ccccc2F)C[C@@H]1C	-28	5	0	8	-10	/	/	2
O=C(COc1coc(CN2CCc3ccccc3C2)cc1=O)Nc1ccccc1F	7	7	3	-1	1	-3	0	11
N#CC1=CC2CN(Cc3ccccc3)C1C1C(=O)N(c3ccccc3)C(=O)C21 (stereo unspecified)	-13	4	0	5	-9	5	/	/
O=C(c1c(F)cccc1F)N1CCCC(c2nc(-c3ccc(F)cc3)no2)C1 (stereo unspecified)	2	-20	1	-30	-17	/	17	/
COc1ccccc1C1CC(c2ccc(Cl)cc2Cl)Nc2nc(N)nn21 (stereo unspecified)	1	5	14	-1	-15	-5	0	-6
Cc1ccc(Nc2nc(COC(=O)C3CC3)cs2)cc1	8	-92	3	-85	-40	-1	-3	-30

Assay outcomes deposited in PubChem by Broad Institute.
